Screening results as filed in PubChem BioAssay.
RBBP9 inh – human RBBP9 hydrolase inhibition; recombinant RBBP9, FP-Rh probe fluorescence polarization; inhibition, % at 7.94 µM; 220,000 tested, 0.2% active;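 active means inhibition above the campaign mean of all tested compounds plus 3 SD, cut at about 14% in these data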;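 further: plate controls were DMSO wells with RBBP9 for no effect and wells lacking RBBP9 protein for full effect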
Target sequence (O75884 whole entry, looked up): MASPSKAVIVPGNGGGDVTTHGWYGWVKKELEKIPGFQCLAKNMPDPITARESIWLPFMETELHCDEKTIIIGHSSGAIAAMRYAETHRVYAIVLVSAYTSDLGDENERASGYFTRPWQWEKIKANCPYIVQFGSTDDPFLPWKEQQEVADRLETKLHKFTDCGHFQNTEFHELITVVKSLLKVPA
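Test system: recombinant human RBBP9; Timing: 30 min then 45 min, 25 °C; Detection: fluorescence polarization; Control set: RBBP9 with DMSO as uninhibited control, no-protein wells as full inhibition; Compound dosing: one concentration, 7.94 µM nominal, 0.794% DMSO; Probe or stimulus: FP-Rh activity-based probe, 375 nM before mixing.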
TRPN1 ag – activates the zebrafish TRPN1 channel | HEK293 zebrafish TRPN1-YFP, Fluo-8 calcium fluorescence; 100% = response to 87 µM carbachol | activation, % at 3 µM | 220,000 tested, 0.18% active;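 active means activation above its plate's cutoff, the mean activation of test wells on that plate plus 3 SD, cut at about 19% in these data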;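 further: 0% = DMSO alone and 100% = 87 µM carbachol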
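Control set: carbachol 87 µM as high control, DMSO as low control; system: HEK293 stable line with zebrafish TRPN1-YFP; read-out: % activation versus carbachol response; detection: intracellular calcium fluorescence with Fluo-8; doses: single test compound dose, 3 µM nominal, 0.3% DMSO; schedule: dye 1 h 37 °C plus 30 min RT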
TNF death inh – inhibitors of TNF-alpha induced necroptosis in Jurkat FADD-/- cells | Jurkat FADD-/- TNF necroptosis rescue, ATP luminescence, 24 h; 0 = TNF only, 100 = no-TNF cells | activation (protection from cell death), % at 10 µM | 220,000 tested, 0.068% active;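 active means activation, meaning protection from cell death, of at least 50% relative to plate controls; inactive means activation below 50%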;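 further: necroptosis triggered by 40 ng/mL TNF-alpha added together with compound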
CHOP inhibitor – inhibitors of CHOP induction in ER stress response | CHO-K1 CHOP-promoter luciferase, tunicamycin-induced, 15-18 h | inhibition, % at 10 µM | 220,000 tested, 3.8% active;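 active means compounds that reduced the stress-induced luciferase reporter signal by more than about 70% of percent inhibition, limit read from the data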;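 further: 0% = tunicamycin plus vehicle and 100% = wells without tunicamycin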
TRPML3 agonist – human mucolipin-3 channel agonism; Q8TDD5; AID 1448; 220,000 tested, 0.29% active; HEK293 TRPML3-YFP, Fluo-8 calcium fluorescence; 100% = the carbachol control signal; activation, % at 3 µM;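 active means activation above its plate's cutoff, the mean activation of the plate's test wells plus 3 SD, cut at about 12% in these data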;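 further: 0% = DMSO only wells and 100% = carbachol wells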
Target sequence (Q8TDD5 whole entry, looked up): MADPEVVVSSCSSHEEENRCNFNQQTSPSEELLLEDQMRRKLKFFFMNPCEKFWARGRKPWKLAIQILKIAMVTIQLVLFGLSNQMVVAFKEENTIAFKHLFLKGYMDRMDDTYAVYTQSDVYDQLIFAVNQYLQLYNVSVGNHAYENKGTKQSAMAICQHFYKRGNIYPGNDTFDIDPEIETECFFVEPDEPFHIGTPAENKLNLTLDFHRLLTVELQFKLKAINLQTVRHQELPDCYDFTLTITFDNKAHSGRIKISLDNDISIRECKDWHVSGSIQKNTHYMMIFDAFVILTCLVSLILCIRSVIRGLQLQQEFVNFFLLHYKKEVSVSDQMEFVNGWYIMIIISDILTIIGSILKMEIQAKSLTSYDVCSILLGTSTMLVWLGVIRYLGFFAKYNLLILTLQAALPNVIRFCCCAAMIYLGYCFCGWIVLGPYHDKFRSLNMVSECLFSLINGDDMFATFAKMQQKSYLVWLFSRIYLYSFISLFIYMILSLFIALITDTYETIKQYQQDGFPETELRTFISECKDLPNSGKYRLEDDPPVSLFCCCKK
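system = HEK293 cells stably carrying human TRPML3-YFP | doses = one concentration, 3 µM nominal, 0.3% DMSO | timing = dye loading 1 h 37 °C then 30 min ambient, 125 s read | detection = Fluo-8 calcium dye fluorescence, ex 470-495, em 515-575 nm | benchmarks = high control carbachol 87 µM, low control DMSO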
PPC-1+TRAIL kill – PPC-1 cancer cell killing with TRAIL present; PPC-1 cells + TRAIL, ATPLite viability luminescence; cell killing (% activity), % at 4 µM; 220,000 tested, 0.41% active;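 active means cell killing above 50% in the first pass at 4 µM, then a duplicate retest at 5 µM averaging 50% or more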;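 further: plate controls were cells with TRAIL plus DMSO for no effect and medium-only wells lacking cells for full effect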
Ba/F3 V617F tox – lowers viability of Ba/F3 cells expressing EpoR and JAK2V617F; ATP luminescence; inhibition, % at 5.6 µM; AID 1446; 220,000 tested, 1.1% active;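 active means inhibition above the campaign mean plus 3 SD over all tested compounds, cut at about 24% in these data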;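 further: cytokine-independent growth of Ba/F3 cells driven by EpoR plus mutant JAK2; 0% = DMSO-treated cells and 100% = JAK inhibitor I control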
Wee1 stabilizer – blocks degradation of human Wee1 kinase; AID 1321; reporter increase, % at 5 µM; 220,000 tested, 1.2% active; HeLa Luc-Wee1K328M stability, luciferase luminescence; 100% = proteasome inhibitor MG132 effect;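 active means activation above the mean of all tested compounds plus 3 SD, set per screening run, cut at about 8.8% in these data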;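 further: cells exposed to compound for 20 h before luminescence read; 0% = DMSO alone and 100% = MG132 at 30 µM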
BaF3 tox – counter-screen for JAK2V617F inhibitors: parental Ba/F3 viability inhibitors; CellTiter-Glo ATP luminescence; inhibition, % at 5.6 µM; 220,000 tested, 1.1% active; AID 1486;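 active means inhibition above a per-campaign cutoff, the mean inhibition of all tested compounds plus 3 SD, cut at about 27% in these data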;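 further: 0% = DMSO wells and 100% = JAK Inhibitor I control wells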
* hit, by the source's call; / = not tested or not shown.

SMILES	RBBP9 inh	TRPN1 ag	TNF death inh	CHOP inhibitor	TRPML3 agonist	PPC-1+TRAIL kill	Ba/F3 V617F tox	Wee1 stabilizer	BaF3 tox
N#CC1=C2SCN(Cc3ccco3)CN2C(=O)CC1c1c(F)cccc1Cl (centres undefined)	-5	1.8	-0.5	22	0.4	10	-3	2	0
NC(=O)c1ccc(NC(=O)CCC(=O)N2CCN(S(=O)(=O)c3ccc(Cl)cc3)CC2)cc1	-5	-0.3	0.5	-13	-0.5	12	4	-2	-2
CCn1nc(C)cc1C(=O)Sc1cccc(Br)c1	-4	0.2	-22	19	0.9	8	1	5	-5
CCOC(=O)c1sc(=S)n(C)c1NC(=O)c1ccccc1C	2	-2.6	-0.1	-5	0.1	14	-4	-2	1
O=C(CCl)Oc1ccc2occ(C(=O)c3cccs3)c2c1	1	-0.5	-0.7	34	-0.8	17	-2	2	4
CC1=NN(C(N)=S)C(=O)C1N=Nc1cccc(C)c1 (centres undefined)	3	2.0	-3.3	-36	1.1	29	0	1	-12
O=C(O)CSc1nnc(CNc2ccccc2Cl)n1-c1ccccc1	-3	-0.5	-2.1	48	0.3	22	-2	1	-1
Cc1nn(C2CCS(=O)(=O)C2)c(C)c1C=O (centres undefined)	-6	0.4	-0.3	-3	0.9	20	1	6	1
CCc1ccc2c(CSc3nnnn3C)cc(=O)oc2c1	-3	-1.2	1.8	5	-0.3	6	-2	-2	3
CCOC(=O)C1CCN(C(=O)c2ccc(CNS(=O)(=O)c3ccc(C)cc3)cc2)CC1	-8	0.9	1.9	-8	0.7	-18	-1	0	2
CC(C)CC1c2[nH]c3ccccc3c2CCN1CCCn1cccn1 (centres undefined)	9	-1.1	1.0	13	1.1	-6	2	0	9
O=C(CCn1nc(-c2ccc(Cl)cc2)c2ccccc2c1=O)NN1CCOCC1	-2	-0.6	-2.0	-3	0.3	1	0	-1	-1
Cc1[nH]c2c(Cl)cccc2c1CCNC(=O)C1CCCCC1C(=O)OCC(F)(F)F (centres undefined)	-6	-0.7	2.8	47	1.5	8	-4	0	0
CCC(CC)C(=O)Nc1cccc(/C(C)=N\NC(=O)c2ccc(C)s2)c1	-1	1.4	2.3	7	0.7	21	-1	2	5
N#CCSc1nc2ccccc2c(=O)n1CCCC(=O)NCc1ccco1	-9	0.7	0.9	3	0.3	-5	0	0	3
N#CC1=C(N)OC2=C(C(=O)CCC2)C1c1ccccc1 (centres undefined)	-3	-0.4	-3.4	-10	-0.7	4	-1	-4	1
CCOC(=O)C(CCCOc1ccc(C(C)CC)cc1)C(=O)OCC (centres undefined)	-2	1.7	0.8	24	0.8	-27	2	-2	2
O=C(NCC(=O)N(c1ccccc1)C(C(=O)NC1CCCC1)c1cccnc1)c1cccs1 (centres undefined)	-7	0.4	-3.2	-1	-0.1	4	1	-2	5
CCn1c(SCC(=O)Nc2cc(S(=O)(=O)N3CCOCC3)ccc2OC)nnc1-c1ccncc1	4	0.0	0.4	10	0.4	8	2	-1	8
COc1ccc(CCNC(=O)CNS(=O)(=O)c2ccc(Br)s2)cc1OC	-2	-0.8	-0.6	10	0.2	9	-5	1	-1
Cc1ccc2occ(/C=N/NC(=O)[C@@H](N)Cc3ccccc3)c(=O)c2c1	-8	-0.8	0.3	45	0.4	19	-4	-2	-2
CN(C(=O)COC(=O)CNC(=O)c1ccccc1Cl)c1ccccc1	-1	0.4	-0.9	3	-0.5	24	-1	-1	2
Fc1ccc(OCc2nc(-c3cccs3)no2)cc1	-7	-1.5	4.7	-1	0.1	24	2	3	8
Cc1ccc(-n2nnnc2SC(C)C(=O)Nc2ccc(Cl)cn2)cc1 (centres undefined)	-13	-0.2	5.7	18	-0.7	5	4	4	11
CC(C)NC(=O)CCS(=O)(=O)c1ccc(Br)s1	18*	0.8	-0.8	11	-0.6	7	-2	1	1
O=[N+]([O-])c1ccc(Sc2ccccc2Cl)nc1	-9	-2.1	8.8	53	-0.3	21	0	2	3
O=C1OC(/C=C/c2ccccc2)=NC/1=C/C=C/c1ccccc1	3	0.6	0.1	27	-0.1	-4	-3	1	3
COc1ccccc1CCc1nnc(CCC(=O)NCCCOc2cccnc2)o1	0	0.1	-0.5	5	0.6	-7	5	-2	5
CCN(CC)c1ccc(C=Nc2ccccc2C)c(O)c1	-6	2.3	0.9	8	0.5	16	-4	1	5
C=C(C)CNC(=S)Nc1sc2c(c1C(=O)OCC)CC(C)(C)OC2	-2	-0.5	0.8	44	0.3	0	-2	7	3
C=CCn1c2ccccc2c2nnc(SCC(=O)Nc3cc(C)on3)nc21	-7	-1.2	0.9	17	0.6	-6	-4	-1	3
N#Cc1cnn(-c2ncnc3sc(-c4ccccc4)cc23)c1N	-2	-1.2	-5.1	26	0.2	9	-1	-1	2
CC1(C)CC(=O)C(C(C2=C(O)CC(C)(C)CC2=O)c2ccc(O)c([N+](=O)[O-])c2)=C(O)C1	2	-1.2	0.0	-5	-0.3	/	3	-5	94*
COc1ccccc1N1CCN(c2ccc([N+](=O)[O-])nc2)CC1	-3	0.1	2.0	-30	1.4	2	0	13*	6
COc1cc(C2C3=C(CC(C)(C)CC3=O)Nc3c2c(=O)[nH]c(=O)n3Cc2ccccc2)ccc1O (centres undefined)	-15	-0.6	-0.7	10	0.5	-2	1	2	4
Cc1ccc(-n2nc(C)c(/C=N/NC(=O)c3cccs3)c2Cl)cc1	-10	-1.3	-0.9	100*	-0.1	17	-1	-1	5

One compound at a time (already shown). Order of screens: RBBP9 inh	TRPN1 ag	TNF death inh	CHOP inhibitor	TRPML3 agonist	PPC-1+TRAIL kill	Ba/F3 V617F tox	Wee1 stabilizer	BaF3 tox
Cc1ccc(-n2nc(C)c(/C=N/NC(=O)c3cccs3)c2Cl)cc1 as listed: -10	-1.3	-0.9	100*	-0.1	17	-1	-1	5
COc1ccccc1N1CCN(c2ccc([N+](=O)[O-])nc2)CC1 as listed: -3	0.1	2.0	-30	1.4	2	0	13*	6
COc1cc(C2C3=C(CC(C)(C)CC3=O)Nc3c2c(=O)[nH]c(=O)n3Cc2ccccc2)ccc1O (centres undefined) as listed: -15	-0.6	-0.7	10	0.5	-2	1	2	4

New compounds follow:
SMILES	RBBP9 inh	TRPN1 ag	TNF death inh	CHOP inhibitor	TRPML3 agonist	PPC-1+TRAIL kill	Ba/F3 V617F tox	Wee1 stabilizer	BaF3 tox
N#C/C(=C\c1ccc(-c2ccccc2[N+](=O)[O-])o1)C(=O)N1CCOCC1	-12	1.3	-0.8	-10	0.4	17	3	1	3
C/C(=N\NC(=O)c1ccc(CN2CCc3ccccc3C2)cc1)c1ccccc1O	-2	11	-6.6	5	3.9	12	4	-1	9
CC(C)NC(=O)C(=O)NNC(=O)C12CC3CC(CC(C3)C1)C2	-5	0.5	-2.7	63	-0.6	4	1	-4	5
CCOc1ccc(NC(=S)NC(=O)c2c(Br)cnn2C)c([N+](=O)[O-])c1	-5	0.3	-0.6	23	0.2	32	2	0	2
Cc1nn(CC(=O)NCc2ccccc2F)c(C)c1[N+](=O)[O-]	-8	-1.2	0.1	-3	0.3	9	0	2	4
Cc1ccc(NC(=O)c2ccc(Cl)c(N3C(=O)C=CC3=O)c2)cc1	-10	1.5	-3.1	43	0.1	-7	-1	0	6
Cc1cc(=O)n(CC(=O)O)c2ccccc12	-1	0.4	-0.9	-11	-0.5	13	0	1	4
Cn1c(Cn2nnc(-c3ccccc3)n2)nnc1SCc1ccccc1Cl	-7	-0.8	0.2	18	0.6	-5	-1	-2	5
CCOc1ccc(S(=O)(=O)NNC(=O)c2cc3ccccc3o2)cc1	-8	0.1	0.8	-9	0.2	-35	-2	-3	4
CCc1ccc(C2=NN(c3ccc(S(N)(=O)=O)cc3)C(c3ccc(F)cc3)C2)cc1 (centres undefined)	-6	0.4	-2.0	90*	-1.6	6	-3	-3	4
O=C(CN1CCCCCC1)NCCc1ccc(F)cc1	1	0.8	1.2	-9	1.0	-1	-3	-1	9
CCCC/C(C)=N/NC(=O)CN(c1ccc(Br)cc1)S(=O)(=O)c1ccccc1	-5	-0.3	2.1	68	-0.1	20	-2	4	8
Cc1ccc(-n2c(=O)c3sccc3n(CC(=O)NC3CCCCC3)c2=O)cc1	0	0.5	0.1	30	0.3	3	2	2	5
O=C(c1ccco1)N1CCN(c2ncccn2)CC1	-2	0.8	0.5	2	0.6	-11	-4	0	0
COc1c(F)c(F)c(C(=O)Nc2ccc(NC(=O)c3ccco3)cc2)c(F)c1F	-10	1.1	3.1	80*	1.2	10	3	-2	7
CCN(CC(=O)Nc1ccc(S(N)(=O)=O)cc1)S(=O)(=O)c1cc(C)ccc1OC	-8	0.0	-2.3	67	0.8	14	-3	-2	-1
Cc1cccnc1NC(=O)C(C)Oc1ccccc1 (centres undefined)	-5	0.1	0.4	-3	1.1	6	-2	1	4
CC(C)(C)c1nnc2sc(SCC(=O)c3ccc4c(c3)OCCO4)nn2c1=O	-12	0.7	-2.0	7	0.8	24	-1	3	9
Cc1ccc(NC2=C(Cl)C(=O)OC2OC(=O)c2ccco2)cc1 (centres undefined)	5	-0.5	-3.4	-6	0.6	9	-1	-1	3
COC(=O)c1ccc(COc2ccc(C3C4=C(CCCC4=O)Nc4onc(C)c43)cc2)cc1 (centres undefined)	-13	-0.4	-1.8	-21	-0.7	8	-4	2	1
Cc1cc(=O)[nH]c(SCc2cccc(Br)c2)n1	0	-0.7	-1.7	0	-1.1	16	-3	-3	-2
Cc1nc2ccccn2c1C(=O)N=Nc1c(O)[nH]c2ccccc12	-11	1.9	0.9	28	1.0	48	-4	-2	4
N#Cc1ccsc1NC(=O)c1ccc(Cl)c([N+](=O)[O-])c1	4	30*	-4.0	30	19*	5	10	1	5
CCCS(=O)(=O)N1CCCC(C(=O)N2CCN(c3ccccc3)CC2)C1 (centres undefined)	-3	1.4	-4.3	/	-0.1	7	0	-2	2
Cc1cc(NCc2ccccc2)nc(-c2ccccc2O)n1	-7	-2.1	1.8	79*	-0.4	12	1	2	-1
N#Cc1c(N2CCCCC2)nc(N)c2c(N)nc(SCC(=O)O)cc12	5	2.5	-7.9	1	0.9	-1	-4	0	0
Cc1ccc(-c2cc(-c3ccccc3O)nc(N/N=C/c3cccnc3)n2)cc1	1	-1.0	-4.3	-40	-1.0	26	-3	0	3
Cc1nnc(C)n1/N=C/c1cccn1C	-8	-0.7	-1.0	-3	1.1	9	-4	1	-2
O=C(NCc1cccs1)C1CCCN1C(=O)Nc1ccc(Cl)cc1 (centres undefined)	0	-0.7	0.3	19	0.0	14	0	-1	1
Cc1ccc2nc(NC(=O)COC(=O)c3ccco3)sc2c1	7	0.8	-0.1	7	0.7	13	2	11*	3
